Salmonella PhoP GFP = PhoP-dependent GFP reporter repression – Salmonella Typhimurium, primary screen (AID 1863) | S. Typhimurium PhoP-regulated promoter GFP reporter, 4 h; higher % means a stronger effect | inhibition, % at 50 µM; hits with a dose series show IC50 in µM | 300,000 tested, 0.16% active;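 active means inhibition over 29.93%, a cutoff 3 SD above the screen mean, later confirmed by dose response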;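 further: 0% = low Mg2+ inducing control and 100% = high Mg2+ repressing control; strong numbers were not always called active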
NTR1 agonist = NTR1-driven beta-arrestin-GFP spot formation – imaging, U2OS cells, high content, primary screen (AID 493036); agonist mode; activation, % at 20 µM; 330,000 tested, 0.17% active; P30989;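 active means activation at or above 40% of the spot to cytoplasm intensity ratio, with at least 20 cells analyzed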;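 further: 0% = DMSO without peptide and 100% = 100 nM NTR1 peptide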
Target sequence (P30989 whole entry, looked up): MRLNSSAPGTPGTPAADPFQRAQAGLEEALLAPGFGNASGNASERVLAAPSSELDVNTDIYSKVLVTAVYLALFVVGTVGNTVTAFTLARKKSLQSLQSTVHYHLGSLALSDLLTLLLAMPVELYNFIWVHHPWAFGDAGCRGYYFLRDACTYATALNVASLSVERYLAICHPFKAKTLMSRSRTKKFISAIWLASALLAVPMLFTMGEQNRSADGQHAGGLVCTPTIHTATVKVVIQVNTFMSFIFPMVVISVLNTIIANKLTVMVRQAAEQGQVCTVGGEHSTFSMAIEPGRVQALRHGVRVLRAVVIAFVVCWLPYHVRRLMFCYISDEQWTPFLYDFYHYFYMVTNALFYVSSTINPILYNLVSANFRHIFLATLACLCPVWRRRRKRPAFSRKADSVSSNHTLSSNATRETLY
LYP inhibition = inhibitors of LYP phosphatase, biochemical, fluorescence intensity, uHTS (AID 1779) | 290,000 tested, 0.054% active | inhibition, % at 11.5 µM, or IC50 in µM where a hit was titrated | recombinant LYP phosphatase, fluorescence intensity; higher % means a stronger effect; in the data active means inhibition above about 50%;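 further: plate controls were vehicle with enzyme for no effect and no enzyme for full effect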
Siah-1 displacement = blockers of Siah-1 interaction with plectin peptide – biochemical, fluorescence polarization, rhodamine-plectin, uHTS, primary screen (AID 1817); 290,000 tested, 0.02% active; Siah-1 / rhodamine-plectin peptide fluorescence polarization; higher % means a stronger effect; displacement, % at 20 µM, or IC50 in µM where a hit was titrated;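 active means displacement of at least 50% at 20 µM, with a fluorescence ratio check between 0.3 and a set limit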;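 further: plate controls were Siah plus tracer with DMSO for no effect and tracer alone without Siah for full effect; strong numbers were not always called active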
GPR55 antagonists = GPR55 antagonists blocking LPI-driven arrestin recruitment, primary screen, imaging, U2OS, beta-arrestin-GFP, LPI agonist (AID 2013); U2OS GPR55 beta-arrestin-GFP translocation imaging, LPI antagonism; higher % means a stronger effect; inhibition, % at 10 µM; hits with a dose series show IC50 in µM; 290,000 tested, 0.13% active;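 active means spots per cell inhibited over 60%, with over 100 cells counted and total cytoplasm intensity under 500,000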;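 further: U2OS cells stably carrying GPR55 and arrestin-GFP stimulated by 5 µM LPI near EC80; imaged beta-arrestin-GFP aggregate spots per cell after agonist stimulation; plate controls were LPI-stimulated DMSO wells for no effect and DMSO wells without LPI for full effect; some results filed as inactive read as strong as hits; confirmed hits need IC50 under 10 µM and bright autofluorescent wells are also inconclusive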
GPR35 arrestin U2OS = inhibition of zaprinast-stimulated GPR35 beta-arrestin translocation – imaging, U2OS, beta-arrestin-GFP, zaprinast agonist, primary screen (AID 2058); U2OS GPR35 beta-arrestin-GFP translocation imaging, zaprinast antagonism; higher % means a stronger effect; one-dose inhibition, % at 10 µM; IC50 in µM for titrated hits; 290,000 tested, 0.052% active;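 active means inhibition of at least 50% with at least 30 cells and total cytoplasm GFP at most 10,000,000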
Rac1 GTP hydrolysis = MgcRacGAP GTPase-activating activity inhibitors, confirmation, biochemical, ADP Hunter fluorescence; AID 624330; 340,000 tested, 0.6% active; MgcRacGAP-stimulated Rac1 GTP hydrolysis, ADP Hunter fluorescence; higher % means a stronger effect; GST-tagged Rac1 F28L mutant substrate; one-dose inhibition, % at 30 µM; IC50 in µM for titrated hits;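 active means first-screen hits whose inhibition reached a set limit at any dose in the follow-up dose series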;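 further: fluorescence reports GDP produced by GAP-driven GTP hydrolysis; strong numbers were not always called active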
HIV peptide binding = cell-free HIV fusion peptide-binding blockers – biochemical, uHTS, fluorescence dequenching, primary screen (AID 1986); inhibition, % at 20 µM, or IC50 in µM where a hit was titrated; 290,000 tested, 0.3% active; cell-free peptide binding, fluorescence dequenching, 30 min; higher % means a stronger effect; in the data active means inhibition mostly above about 52%, no sharp cut-off; inactive means mostly below about 76%; further: some results filed as inactive read as strong as hits
Myeloid diff MLP = compounds promoting myeloid differentiation. calls only at 10 µM. ER-HoxA9 myeloid progenitors, lysozyme-GFP differentiation, flow cytometry. 360,000 tested, 1% active;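 active means normalized GFP-positive differentiation at or above the plate's own cutoff, the solvent-only control mean plus 3 SD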;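 further: cells exposed to compound for four days before flow analysis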
NTR1 agonist cell count 20 µM = recorded beside NTR1 agonist, whose call it bears; cell count; measured here: cell count, cytotoxicity flag
Myeloid diff MLP GFP+ MAC1+ % = second read-out of Myeloid diff MLP, no call of its own (marks repeat the call); GFP+ MAC1+ double positive, %; measured here: differentiation confirmed by MAC1 staining
* = called active by the depositor; i = inactive; nt = no result given.

SMILES	Salmonella PhoP GFP	NTR1 agonist	NTR1 agonist cell count 20 µM	LYP inhibition	Siah-1 displacement	GPR55 antagonists	GPR35 arrestin U2OS	Rac1 GTP hydrolysis	HIV peptide binding	Myeloid diff MLP	Myeloid diff MLP GFP+ MAC1+ %
O=S(=O)(NCc1ccccc1)c1ccc2c(c1)OCCO2	6%	4.3	91	-3%	2%	-14%	-2%	-13%	1.5%	i	1.3
O=C(CCn1c(=O)oc2ccccc21)N(Cc1ccccc1)c1ccccc1	-4%	0.4	56	-4%	5%	6%	9%	3%	-0.4%	i	5.5
O=C(c1ccc(COCC(F)(F)F)o1)N1CCCCCC1	-1%	0.6	50	-6%	6%	17%	4%	10%	1.0%	i	1.2
CCOc1ccc2nc(/N=C/c3c(C)[nH]n(-c4ccc(C)cc4)c3=O)sc2c1	5%	1.5	59	-9%	9%	14%	-20%	11%	3.5%	i	0.1
CN(CC(=O)Nc1cccc(F)c1)C(=O)c1csc2c1CCCC2	6%	3.0	63	nt	nt	nt	nt	0%	nt	i	1.0
CCOc1ccc2[nH]c3c(NCCO)ncnc3c2c1	-7%	-0.8	97	2%	-4%	5%	12%	18%	0.0%	i	0.7
Cc1ccc(C(=O)OCC(=O)Nc2sc3c(c2C#N)CCCCC3)cc1NC(=O)c1ccco1	-15%	1.1	41	6%	2%	0%	-8%	-2%	1.8%	nt	nt
COc1cccc(NC(=O)c2ccc[n+](C)c2)c1	7%	-0.2	95	-11%	0%	6%	1%	5%	-0.9%	i	0.3
Clc1ccc2nc(CSc3nc4ccccc4o3)cn2c1	-3%	0.7	70	-2%	5%	12%	0%	7%	-2.0%	i	0.2
Cn1c(=O)[nH]c(=O)c2c1nc(CN1CCN(c3ccccc3F)CC1)n2CCc1ccccc1	-4%	3.1	60	-2%	3%	0%	-6%	9%	-1.1%	i	6.0

Ordered by formula weight (smallest number first): part of the list above
SMILES	Salmonella PhoP GFP	NTR1 agonist	NTR1 agonist cell count 20 µM	LYP inhibition	Siah-1 displacement	GPR55 antagonists	GPR35 arrestin U2OS	Rac1 GTP hydrolysis	HIV peptide binding	Myeloid diff MLP	Myeloid diff MLP GFP+ MAC1+ %
COc1cccc(NC(=O)c2ccc[n+](C)c2)c1	7%	-0.2	95	-11%	0%	6%	1%	5%	-0.9%	i	0.3
CCOc1ccc2[nH]c3c(NCCO)ncnc3c2c1	-7%	-0.8	97	2%	-4%	5%	12%	18%	0.0%	i	0.7
O=S(=O)(NCc1ccccc1)c1ccc2c(c1)OCCO2	6%	4.3	91	-3%	2%	-14%	-2%	-13%	1.5%	i	1.3
Clc1ccc2nc(CSc3nc4ccccc4o3)cn2c1	-3%	0.7	70	-2%	5%	12%	0%	7%	-2.0%	i	0.2
CN(CC(=O)Nc1cccc(F)c1)C(=O)c1csc2c1CCCC2	6%	3.0	63	nt	nt	nt	nt	0%	nt	i	1.0
O=C(CCn1c(=O)oc2ccccc21)N(Cc1ccccc1)c1ccccc1	-4%	0.4	56	-4%	5%	6%	9%	3%	-0.4%	i	5.5
CCOc1ccc2nc(/N=C/c3c(C)[nH]n(-c4ccc(C)cc4)c3=O)sc2c1	5%	1.5	59	-9%	9%	14%	-20%	11%	3.5%	i	0.1
Cn1c(=O)[nH]c(=O)c2c1nc(CN1CCN(c3ccccc3F)CC1)n2CCc1ccccc1	-4%	3.1	60	-2%	3%	0%	-6%	9%	-1.1%	i	6.0
Cc1ccc(C(=O)OCC(=O)Nc2sc3c(c2C#N)CCCCC3)cc1NC(=O)c1ccco1	-15%	1.1	41	6%	2%	0%	-8%	-2%	1.8%	nt	nt

The list goes on.
SMILES	Salmonella PhoP GFP	NTR1 agonist	NTR1 agonist cell count 20 µM	LYP inhibition	Siah-1 displacement	GPR55 antagonists	GPR35 arrestin U2OS	Rac1 GTP hydrolysis	HIV peptide binding	Myeloid diff MLP	Myeloid diff MLP GFP+ MAC1+ %
Cc1ccccc1NC(=O)NC(N)=O	2%	-1.0	40	-3%	-2%	9%	-1%	4%	-2.1%	i	0.1
CCN(CC)CCNc1nc(-n2nc(C)cc2C)nc2sc3c(c12)CC(C)(C)OC3	-7%	0.0	68	-8%	-2%	-1%	-8%	4%	-1.3%	i	0.5
COC(=O)c1c[nH]n2c(=O)cc(CCl)nc12	-26%	-1.2	53	1%	-6%	-1%	-5%	1%	5.2%	i	1.2
Cc1ccc(NC(=O)CSc2nnc(C(F)(F)F)n2C)cc1[N+](=O)[O-]	12%	-0.2	66	-8%	2%	2%	-13%	6%	-1.7%	i	0.3
COc1cc2cc(C(=O)N3CCN(c4ccccc4OC)CC3)[nH]c2cc1OC	6%	2.4	75	-6%	2%	12%	-7%	9%	-1.3%	i	0.9
N#Cc1c(C(F)(F)F)cc(-c2ccccc2)n(N)c1=O	-5%	-1.4	99	-9%	-3%	1%	-6%	3%	0.0%	i	0.2
CCN(CC(=O)Nc1c(F)cccc1F)C(=O)CSCC(=O)Nc1ccc(OC)cc1	-2%	1.1	47	nt	nt	nt	nt	0%	nt	i	1.4
CCOc1ncccc1C(=O)N=C1SCCN1C(=O)c1cccnc1OCC	11%	1.3	66	2%	-7%	7%	-2%	5%	0.0%	i	0.6
CC1S/C(=C(\C#N)C(=O)NCc2ccco2)N(c2ccc(F)cc2)C1=O (centres undefined)	0%	0.3	58	-10%	9%	-5%	-4%	-5%	1.1%	i	0.4
COC(=O)CC1C(=O)NCCN1C(=O)OC(C)(C)C (centres undefined)	7%	-1.5	95	-1%	-5%	-1%	-1%	9%	0.3%	i	0.5
CCC12CN3CC(CC)(CN(C1)C3c1ccc([N+](=O)[O-])o1)C2=O (centres undefined)	-7%	1.5	54	-8%	-3%	1%	2%	6%	-0.2%	i	0.3
c1ccc(-c2nc3cnccn3c2Nc2ccc3c(c2)OCCO3)cc1	-6%	0.4	87	0%	-1%	-14%	-4%	11%	0.0%	i	0.0
Oc1ccc(-c2nc3c4c(ncn3n2)-c2ccccc2CC42CCCC2)cc1	0%	46*	37*	2%	6%	6%	nt	7%	-1.4%	i	0.6
COc1ccc(C(=O)OC(C)CN2CCN(C)CC2)cc1OC (centres undefined)	-1%	-0.3	70	2%	0%	-3%	14%	10%	1.8%	nt	nt
O=S(=O)(CCN1C=CC(C(F)(F)F)=NCC1)c1ccc(Cl)cc1Cl	-6%	0.3	39	2%	1%	9%	13%	10%	2.9%	i	0.1
CC1=NN(c2nc(-c3ccccc3)cs2)C(=O)C1N=Nc1ccccc1 (centres undefined)	4%	2.8	46	2%	18%	0%	5%	9%	-4.4%	i	0.3
CC1CCCCC1NC(=O)COC(=O)Cc1ccc(Br)cc1 (centres undefined)	3%	3.3	38	-2%	12%	16%	4%	6%	1.9%	i	0.2
O=C(O)C1=CCCNC1	-12%	-0.8	59	nt	nt	nt	nt	6%	nt	i	1.6
Cc1ccc(C(=O)NCc2ccc3c(c2)OCO3)cc1S(=O)(=O)N1CCCCC1	7%	-1.5	39	2%	-1%	4%	10%	11%	-2.1%	i	0.6
COC(=O)[C@@H]1C[C@@]2(O)[C@H](O)[C@H](O)[C@H](O)C[C@H]2N1CC(c1ccccc1)c1ccccc1	-4%	-5.5	91	-5%	-5%	5%	1%	6%	-0.1%	i	0.9
COc1ccc(C(C)(C)C)cc1S(=O)(=O)N1CCN(C)CC1	19%	-0.2	64	-8%	2%	15%	11%	6%	-1.0%	i	0.5
Cc1nc2ccccc2c(=O)n1NC(=O)c1ccc(Cl)c([N+](=O)[O-])c1	9%	-1.0	74	-13%	-4%	11%	4%	6%	0.4%	i	1.1
Cc1sc(NC(=O)c2ccco2)c(C(c2cccnc2)N2CCC(C)CC2)c1C (centres undefined)	14%	12	63	0%	-3%	5%	-3%	6%	-4.0%	i	0.5
Cc1cc(N2CCN(C3CCCCC3)CC2)nc2cccc(O)c12	3%	5.0	86	-4%	8%	10%	-12%	8%	-1.7%	i	1.4
OCC[C@@H]1C[C@@H](O)[C@H](O)[C@]2(Cc3ccccc3CCO2)O1	-2%	-0.9	92	-12%	2%	12%	20%	9%	2.3%	i	1.3
C/C(=N\NC(=O)c1ccn[nH]1)c1cn(C)nc1C	4%	0.1	86	-8%	7%	6%	3%	-1%	-1.3%	i	0.4
Cc1cc(C)cc(N(C(=O)c2nsc(Cl)c2Cl)C(C(=O)NC2CCCC2)c2ccc(O)cc2)c1 (centres undefined)	21%	3.8	46	11%	19%	8%	6%	12%	0.3%	i	0.9
O=C(O)COc1ccc2c(c1)CCCC2	13%	0.1	39	11%	3%	8%	34%	4%	0.9%	i	4.7
O=C(NCC1CCCO1)c1ccc(Cl)c(S(=O)(=O)N2CCOCC2)c1 (centres undefined)	3%	-2.4	49	-8%	-6%	-5%	10%	0%	-1.8%	i	0.5
COC(=O)CN(c1ccc2c(c1)OCO2)S(=O)(=O)c1c(C)[nH]c(=O)[nH]c1=O	7%	0.3	58	-6%	-1%	7%	-15%	7%	-0.9%	i	2.7
O=C(Nc1ccccc1)N1CCCN(Cc2c(F)cccc2Cl)CC1	-6%	0.9	42	0%	4%	3%	4%	2%	-0.6%	i	0.2
CC(NCC(O)COc1ccc(Br)cc1)c1ccccc1 (centres undefined)	-1%	-0.7	63	-6%	5%	7%	-5%	7%	0.9%	i	2.7
c1ccc(Cn2cc(CSc3ccccc3)nn2)cc1	-2%	-1.6	95	-1%	0%	-5%	-3%	8%	-0.6%	i	1.6
CC(Nc1c[nH]c(=O)[nH]c1=O)c1ccccc1 (centres undefined)	-3%	0.6	64	-8%	7%	6%	1%	12%	0.9%	i	0.1
CCOc1ccc(NC(=O)CN2C(=O)NC(C)(c3ccc(OC(F)F)cc3)C2=O)cc1 (centres undefined)	-8%	1.2	34	-5%	2%	-2%	-15%	7%	1.4%	nt	nt
Cc1ccc(-c2cc(C(=O)N3CCN(c4ncccn4)CC3)c3cc(Br)ccc3n2)o1	14%	1.6	54	-4%	0%	18%	2%	-1%	9.5%	i	0.9
COc1cc(C2C3C(C)N(C)C(=O)N(C)C3N(C)C(=O)N2C)ccc1O (centres undefined)	-7%	-1.5	43	-6%	-2%	4%	-1%	14%	-3.4%	i	0.6
CCc1nnc(NC(=O)CSc2ncnc3scc(-c4ccc(C)cc4)c23)s1	-4%	6.8	91	-4%	4%	13%	8%	0%	-0.4%	i	0.9

Screens from PubChem.
